From PubChem
Myeloid diff MLP: promotes myeloid progenitor differentiation | ER-HoxA9 myeloid progenitors, lysozyme-GFP differentiation, flow cytometry | calls only at 10 µM | 360,000 tested, 1% active | AID 624256;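 active = normalized GFP-positive differentiation at or above the plate's own cutoff, the solvent-only control mean plus 3 SD; inconclusive = no clear call, values can overlap the other calls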;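 also: cells exposed to compound for four days before flow analysis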
WT yeast gro inh: growth inhibition of WT yeast, mitochondrial fusion screen; mitochondrial fusion phenotypic screen, WT strain; inhibition, % at 10 µM; 190,000 tested, 2.1% active; in the data active = inhibition above about 58%; tested in S. cerevisiae
TNAP activators: stimulation of alkaline phosphatase TNAP activity – biochemical, luminescent, no phosphate acceptor, uHTS, primary screen (AID 1001). purified TNAP, luminescent activation assay, no phosphate acceptor; higher activation fold means a stronger effect. activation fold at 20 µM; hits with a dose series show EC50 in µM. 200,000 tested, 0.03% active; in the data active = activation fold from about 3, or a potency from the dose series; inactive = the rest, 99 in 100 with activation fold below about 1.6; also: many of its hits are not listed in these tables
RSV antiviral HEp-2: inhibition of RSV-induced cytopathic effect – HEp-2 cells, primary 10 µM value included (AID 2391); HEp-2 cells, RSV-induced CPE inhibition; higher % means a stronger effect; 310,000 tested, 0.13% active; CPE inhibition, % at 10 µM, or IC50 in µM where a hit was titrated; in the data active = a potency from the dose series; inconclusive = CPE inhibition mostly from about 23% at the one dose, without a potency; inactive = the rest, 99 in 100 with CPE inhibition below about 21%; also: strong numbers were not always called active
XIAP antagonists: XIAP antagonists, biochemical, IAP family, fluorescence polarization (AID 1018) | XIAP BIR domain, fluorescence polarization peptide displacement; higher % means a stronger effect | 200,000 tested, 0.007% active | displacement, % at 20 µM; hits with a dose series show IC50 in µM; in the data active = displacement above about 50%; also: a part of the inactive calls stands beside numbers as strong as those of hits
human PMI inhibition: inhibitors of human PMI, primary screen, biochemical, fluorescence intensity, coupled assay (AID 1209). purified PMI enzyme, coupled fluorescence intensity; higher % means a stronger effect. inhibition, % at 20 µM; hits with a dose series show IC50 in µM. 190,000 tested, 0.42% active;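 also: plate controls were DMSO vehicle for no effect and wells lacking substrate for full effect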
Siah-1 displacement: blockers of Siah-1 interaction with plectin peptide – biochemical, fluorescence polarization, rhodamine-plectin, uHTS, primary screen (AID 1817). 290,000 tested, 0.02% active. Siah-1 / rhodamine-plectin peptide fluorescence polarization; higher % means a stronger effect. one-dose displacement, % at 20 µM; IC50 in µM for titrated hits;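 active = displacement of at least 50% at 20 µM, with a fluorescence ratio check between 0.3 and a set limit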;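 also: plate controls were Siah plus tracer with DMSO for no effect and tracer alone without Siah for full effect; strong numbers were not always called active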
human PMI inhibitors: MPI inhibition at elevated mannose 6-phosphate – biochemical, fluorescence intensity, high mannose 6-phosphate, primary screen (AID 1220) | inhibition, % at 20 µM; hits with a dose series show IC50 in µM | 190,000 tested, 0.66% active | recombinant PMI enzyme, coupled fluorescence intensity; higher % means a stronger effect
Salmonella PhoP GFP: PhoP-dependent GFP reporter repression – Salmonella Typhimurium, primary screen (AID 1863) | S. Typhimurium PhoP-regulated promoter GFP reporter, 4 h; higher % means a stronger effect | one-dose inhibition, % at 50 µM; IC50 in µM for titrated hits | 300,000 tested, 0.16% active;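 active = inhibition over 29.93%, a cutoff 3 SD above the screen mean, later confirmed by dose response; inconclusive = inhibition over 29.93% but no dose response follow-up; inactive = inhibition at most 29.93% or unconfirmed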;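 also: 0% = low Mg2+ inducing control and 100% = high Mg2+ repressing control; strong numbers were not always called active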
WT yeast gro inh mutant strain: further read-out of WT yeast gro inh, marked with its call; inhibition, %; mitochondrial fusion phenotypic screen, mutant strain inhibition
Myeloid diff MLP GFP+ MAC1+ %: further read-out of Myeloid diff MLP, marked with its call; GFP+ MAC1+ double positive, %; measured here: differentiation confirmed by MAC1 staining
The depositor's hits bear a star; i = inactive; u = inconclusive; x = no result given; & = joins results of further samples. Rule as the data show it, unless noted: active = inhibition above about 50%; inactive = the rest. Compounds as they come (roughly 3.1% active in at least one column).

SMILES	Myeloid diff MLP	Myeloid diff MLP GFP+ MAC1+ %	WT yeast gro inh	WT yeast gro inh mutant strain	TNAP activators	RSV antiviral HEp-2	XIAP antagonists	human PMI inhibition	Siah-1 displacement	human PMI inhibitors	Salmonella PhoP GFP
COc1ccccc1NS(=O)(=O)c1cccc(NC(=O)c2cc3ccccc3oc2=O)c1	i	0.3	4	4	1	3.4%	-6.3%	2%	-6%	8%	-3%
Cc1ccc(CNC(=O)c2ccc3c(=O)n(CC4CCCO4)c(=S)[nH]c3c2)cc1 (stereo not given)	i	7.1	-6	-2	1.1	-1.4%	-4.0%	8%	0%	18%	5%
Cc1ccccc1OCCCC(=O)Nc1ccc(S(=O)(=O)Nc2onc(C)c2C)cc1	i	0.2	x	x	x	1.8%	x	x	0%	x	-2%
Cc1cc(C(=O)COc2nncc3ccccc23)c(C)n1C	i	0.7	-10	-20	1.1	x	-0.6%	4%	1%	10%	21%
COc1cc(SC)ccc1C(=O)OCC(=O)NC(=O)NC(C)C	i	0.4	-4	-14	1.1	-1.5%	-3.9%	-8%	3%	-11%	9%
O=C1CC(c2ccc(F)cc2)Sc2nc(C34CC5CC(CC(C5)C3)C4)nn21 (stereo not given)	i	0.6	19	7	0.1	0.4%	-8.9%	18%	7%	5%	17%
COc1ccc(Cl)cc1NC(=O)NCC1CCN(Cc2cc(C)ccc2C)CC1	i	1.2	x	x	x	u	x	x	-2%	x	5%
CCOC(=O)CSc1nc(C)c2cc(C)c(C)cc2n1	i	0.3	10	1	1.1	6.6%	2.0%	6%	9%	2%	x
COc1ccccc1NC(=O)Nc1cc(C(C)(C)C)nn1C	i	0.4	x	x	x	0.4%	x	x	13%	x	-12%
CC(=O)c1ccc(NC(=O)CCc2nnc3ccc(NCc4ccco4)nn23)cc1	u	x	x	x	x	-1.3%	x	x	-3%	x	7%
Cc1cc(OCC(O)CN(CCO)CCO)ccc1Cl (stereo not given)	i	0.5	16	6	1.1	-0.9%	-7.3%	-5%	5%	-9%	5%
Cc1ccc(-n2ncc3c(=O)n(CC(=O)NC4CCCCC4)cnc32)cc1C	i	14	-12	-1	0.9	0.9%	-4.3%	-8%	-4%	-10%	-5%

Single records (already shown). Order of values: Myeloid diff MLP	Myeloid diff MLP GFP+ MAC1+ %	WT yeast gro inh	WT yeast gro inh mutant strain	TNAP activators	RSV antiviral HEp-2	XIAP antagonists	human PMI inhibition	Siah-1 displacement	human PMI inhibitors	Salmonella PhoP GFP
Cc1ccc(-n2ncc3c(=O)n(CC(=O)NC4CCCCC4)cnc32)cc1C across the screens: i	14	-12	-1	0.9	0.9%	-4.3%	-8%	-4%	-10%	-5%
Cc1ccc(CNC(=O)c2ccc3c(=O)n(CC4CCCO4)c(=S)[nH]c3c2)cc1 (stereo not given) across the screens: i	7.1	-6	-2	1.1	-1.4%	-4.0%	8%	0%	18%	5%
COc1ccccc1NC(=O)Nc1cc(C(C)(C)C)nn1C across the screens: i	0.4	x	x	x	0.4%	x	x	13%	x	-12%
O=C1CC(c2ccc(F)cc2)Sc2nc(C34CC5CC(CC(C5)C3)C4)nn21 (stereo not given) across the screens: i	0.6	19	7	0.1	0.4%	-8.9%	18%	7%	5%	17%
Cc1cc(C(=O)COc2nncc3ccccc23)c(C)n1C across the screens: i	0.7	-10	-20	1.1	x	-0.6%	4%	1%	10%	21%

Next section.
SMILES	Myeloid diff MLP	Myeloid diff MLP GFP+ MAC1+ %	WT yeast gro inh	WT yeast gro inh mutant strain	TNAP activators	RSV antiviral HEp-2	XIAP antagonists	human PMI inhibition	Siah-1 displacement	human PMI inhibitors	Salmonella PhoP GFP
CCn1cc(C(=O)N2CCCc3ccccc32)c2cc(OC)c(OC)cc2c1=O	i	1.2	-10	-21	1.1	2.2%	-6.8%	9%	2%	14%	-2%
C[n+]1ccccc1C1CCCC/C1=N\NC(N)=S (stereo not given)	i	1.0	-4	11	1	1.3%	-5.7%	64%*	-4%	-8%	7%
O=C(O)CC/C(=N\Nc1ccc([N+](=O)[O-])cc1S(=O)(=O)N1CCOCC1)c1cccs1	i	0.1	x	x	x	1.2%	x	x	6%	x	-14%
Oc1c(C(Nc2ccccn2)c2cccnc2)cc(Cl)c2cccnc12 (stereo not given)	i	1.7	-25	15	1.2	7.0%	-2.8%	16%	-4%	44%	u
CN(Cc1cn(C)nc1-c1cccc(Cl)c1)C1CCOCC1	i	0.1	10	3	1.1	0.3%	-1.8%	1%	-3%	-4%	-1%
COc1ccc(CCNC(=O)C2CC(c3cccc(F)c3)=NO2)cc1 (stereo not given)	i	1.1	x	x	x	1.1%	x	x	10%	x	-1%
Cc1ccc(-c2nnn(CC(=O)N3CCCCC3)n2)o1	i	0.4	-5	11	1.1	-1.2%	-3.9%	-13%	11%	1%	3%
Cc1cc(NS(=O)(=O)c2ccc(NC(=O)Cc3ccccc3)cc2)nc(C)n1	i	0.2	x	x	x	1.1%	x	x	4%	x	3%
COc1ccc(C2C3CCCCC3(O)CCN2C(=O)c2cccs2)cc1 (stereo not given)	i	0.3	6	0	1.2	1.0%	-3.7%	15%	9%	6%	0%
O=C(N/N=C/c1cc2ccccc2nc1Cl)/C(=C/c1cccs1)NC(=O)c1ccccc1	i	1.3	12	-36	1	12%	-10%	14%	-2%	15%	0%
CC1CCN(C(=O)CSc2nnc(-c3cccnc3)o2)CC1	i	0.4	x	x	x	0.8%	x	x	-1%	x	-4%
Cc1c(OCc2nn[nH]n2)ccc2c3c(c(=O)oc12)CCC(C)C3 (stereo not given)	i	0.8	12	4	1.2	1.1%	-1.1%	-6%	4%	-4%	-1%

Looked up above:
In RSV antiviral HEp-2, O=C(O)CC/C(=N\Nc1ccc([N+](=O)[O-])cc1S(=O)(=O)N1CCOCC1)c1cccs1 shows 1.2%
In Siah-1 displacement, Cc1cc(NS(=O)(=O)c2ccc(NC(=O)Cc3ccccc3)cc2)nc(C)n1 shows 4%

Carrying on:
SMILES	Myeloid diff MLP	Myeloid diff MLP GFP+ MAC1+ %	WT yeast gro inh	WT yeast gro inh mutant strain	TNAP activators	RSV antiviral HEp-2	XIAP antagonists	human PMI inhibition	Siah-1 displacement	human PMI inhibitors	Salmonella PhoP GFP
O=c1c2ccccc2ncn1CCOCCOc1ccc([N+](=O)[O-])cc1	i	0.4	11	-1	1.1	0.5%	-5.7%	-4%	3%	1%	4%
CCS(=O)(=O)c1nc(S(=O)(=O)c2ccc(Cl)cc2)c(NCCCN2CCCC2=O)s1	i	1.2	x	x	x	1.0%	x	x	-3%	x	-4%
CCn1c(-c2c[nH]c3ccccc23)n[nH]c1=S	i	4.8	-1	-21	0.6	-3.2%	-2.9%	1%	-2%	-6%	2%
Clc1ccc(-c2cnn3c(-c4ccncc4)ccnc23)cc1	i	0.2	-1	10	1.1	u	-2.2%	-10%	3%	-20%	-4%
CCOC(=O)N1CCC(Nc2c(NCCN3CCN(c4ccccc4F)CC3)c(=O)c2=O)CC1	i	0.7&1.4	-11	-4	1.1	0.8%	0.8%	-2%	1%	-1%	-4%
N#CCC(=O)Nc1ncc(Cc2ccccc2Cl)s1	i	1.2	24	2	1.1	-1.7%	-11%	-5%	-1%	11%	9%
CCC1=NN(C(=O)c2ccc(C)cc2)C(O)(c2ccc(Br)cc2)C1 (stereo not given)	i	0.4	3	7	1	14%	-0.2%	0%	-4%	-5%	-1%
CCCCn1c(NC(=O)CC)c(C#N)c2nc3ccccc3nc21	i	0.8	7	20	1	2.1%	-2.2%	16%	15%	13%	7%
CCCCN(CC)Cc1ccc(CNC(=S)Nc2ccccc2F)o1	i	1.0	2	9	1.1	-2.5%	-4.4%	-8%	2%	-4%	-10%
CC(=O)N(Cc1c(C#N)c2ccccc2n1C)c1ccccc1	i	1.6	-5	-16	1.1	2.0%	-6.8%	4%	2%	6%	0%
Cc1cc(NC(=O)Nc2ccccc2)n(-c2ccccc2)n1	i	0.6	-4	-2	1	0.3%	-5.6%	5%	-2%	-2%	4%
CCc1cccc2sc(NC(=O)c3ccc(N4C(=O)CCC4=O)cc3)nc12	i	5.6	5	7	1.1	0.5%	-2.7%	4%	-4%	5%	8%

The list goes on, starting with the last 5 of the part before.
SMILES	Myeloid diff MLP	Myeloid diff MLP GFP+ MAC1+ %	WT yeast gro inh	WT yeast gro inh mutant strain	TNAP activators	RSV antiviral HEp-2	XIAP antagonists	human PMI inhibition	Siah-1 displacement	human PMI inhibitors	Salmonella PhoP GFP
CCCCn1c(NC(=O)CC)c(C#N)c2nc3ccccc3nc21	i	0.8	7	20	1	2.1%	-2.2%	16%	15%	13%	7%
CCCCN(CC)Cc1ccc(CNC(=S)Nc2ccccc2F)o1	i	1.0	2	9	1.1	-2.5%	-4.4%	-8%	2%	-4%	-10%
CC(=O)N(Cc1c(C#N)c2ccccc2n1C)c1ccccc1	i	1.6	-5	-16	1.1	2.0%	-6.8%	4%	2%	6%	0%
Cc1cc(NC(=O)Nc2ccccc2)n(-c2ccccc2)n1	i	0.6	-4	-2	1	0.3%	-5.6%	5%	-2%	-2%	4%
CCc1cccc2sc(NC(=O)c3ccc(N4C(=O)CCC4=O)cc3)nc12	i	5.6	5	7	1.1	0.5%	-2.7%	4%	-4%	5%	8%
COc1ccc(-c2oc3cccnc3c2C#CC2(O)CCCCC2)cc1	i	1.8	x	x	x	-0.8%	x	x	5%	x	6%
CC(C)Cc1nc(Nc2ccccc2C#N)c2nnn(Cc3ccccc3)c2n1	i	0.5	x	x	x	8.6%	x	x	4%	x	-2%
Cc1ccc(-c2cn(-c3ccccc3)c(=S)[nH]2)cc1C	i	0.9	x	x	x	8.7%	x	x	-4%	x	12%
CN1C(=O)/C(=C2\SC(=S)N(C(CCC(=O)O)C(=O)O)C2=O)c2ccccc21 (stereo not given)	i	2.1	4	-5	0.9	0.3%	2.0%	23%	5%	19%	8%
CCc1ccccc1N=C1S/C(=C/c2ccccc2OCC(=O)N2CCOCC2)C(=O)N1C	i	0.9	6	0	1.1	17%	-1.1%	22%	-5%	12%	-11%
O=C1CN2NC(=S)N(c3ccc(Cl)cc3)C2=CN1c1ccc(Cl)cc1	i	0.1	0	12	1	4.0%	-1.9%	-5%	12%	-3%	-7%
Cc1cc(C(=O)CCl)c(C)n1-c1c(C)n(C)n(-c2ccccc2)c1=O	x	x	1	-9	1.1	-4.5%	-0.9%	-22%	-1%	-10%	3%
COc1ccccc1Nc1nc(-c2ccccc2O)nc2ccccc12	i	0.3	-17	-12	1.1	5.1%	-5.5%	12%	3%	9%	2%
CN1CCN(C(=O)c2cnn(-c3ccccc3)c2NC(=O)c2ccc(Br)cc2)CC1	u	x	x	x	x	1.8%	x	x	-2%	x	-7%
OC(COC(c1ccc(Cl)cc1)c1ccc(Cl)cc1)CN1CCCC1 (stereo not given)	i	2.1	9	7	1.1	0.3%	0.2%	0%	2%	-6%	-8%
O=C(COC(=O)c1ccc2c(c1)C(=O)N(Cc1ccncc1)C2=O)Nc1ccccc1[N+](=O)[O-]	i	0.5	-1	8	1	1.9%	-4.1%	-4%	16%	13%	7%
Cc1cc(NC(=O)COC(=O)C2CCN(S(=O)(=O)c3c(Cl)cccc3Cl)CC2)no1	i	1.2	-8	7	1	-0.9%	-13%	10%	-3%	12%	11%
